SSB-PriA inh – blocks PriA binding to SSB C-terminal tail. AlphaScreen SSBct-PriA binding, biotinylated peptide. inhibition, % at 33 µM. hit rate 0.6% among 430,000; in the data active = inhibition mostly above about 37%, no sharp cut-off; inactive = mostly below about 20%;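 note: plate controls were negative control peptide for no effect and reference peptide for full effect; strong numbers were not always called active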
Rv3671c protease – Rv3671c (M. tuberculosis) protease inhibition | P9WHR9 | inhibition, % at 5.96 µM | hit rate 0.048% among 320,000; in the data active = inhibition above about 38%;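 note: extracellular domain of Rv3671c used as enzyme; 0% = enzyme with DMSO and 100% = no enzyme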
Target sequence (P9WHR9 whole entry, looked up, the tested form may be a part): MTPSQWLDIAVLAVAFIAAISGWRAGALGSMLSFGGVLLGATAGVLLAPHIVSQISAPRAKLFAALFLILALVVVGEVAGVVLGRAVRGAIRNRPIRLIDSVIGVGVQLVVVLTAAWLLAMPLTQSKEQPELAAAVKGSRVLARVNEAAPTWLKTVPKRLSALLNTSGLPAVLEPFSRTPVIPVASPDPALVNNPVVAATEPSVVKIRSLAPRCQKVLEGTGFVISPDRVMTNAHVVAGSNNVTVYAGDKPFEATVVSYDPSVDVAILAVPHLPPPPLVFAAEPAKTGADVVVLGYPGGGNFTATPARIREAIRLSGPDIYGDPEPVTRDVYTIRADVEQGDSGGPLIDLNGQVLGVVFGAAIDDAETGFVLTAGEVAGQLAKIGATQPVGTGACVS
CCHF vOTU inh – blocks the CCHF virus ovarian tumor domain protease | CCHFV vOTU protease, Pep-AMC fluorescence | hit rate 0.55% among 370,000 | inhibition, % at 11.5 µM | AID 651958; in the data active = inhibition above about 30%; note: 0% = vehicle wells with enzyme and 100% = no enzyme wells
BoNT-A LC inh2 – blocks Botulinum neurotoxin A light chain protease | multiplex microsphere protease substrate cleavage, flow cytometry | inhibition, % at 10 µM | hit rate 0.17% among 360,000 | AID 588499; note: plate controls were buffer without enzyme for full effect and enzyme alone for no effect
Anthrax LF inh2 – inhibitors of Bacillus anthracis lethal factor protease. multiplex microsphere protease cleavage assay, LF. inhibition, % at 10 µM. P15917. hit rate 0.12% among 360,000. AID 588501; note: plate controls were buffer without enzyme for full effect and enzyme alone for no effect
DUSP3 inh – inhibitors of human VHR1 phosphatase (DUSP3). recombinant VHR phosphatase, pNPP absorbance. inhibition, % at 13.3 µM. hit rate 0.52% among 290,000. P51452. AID 1654; in the data active = inhibition above about 50%; note: some compounds called inactive have numbers as strong as hits
Target sequence (P51452 whole entry, looked up): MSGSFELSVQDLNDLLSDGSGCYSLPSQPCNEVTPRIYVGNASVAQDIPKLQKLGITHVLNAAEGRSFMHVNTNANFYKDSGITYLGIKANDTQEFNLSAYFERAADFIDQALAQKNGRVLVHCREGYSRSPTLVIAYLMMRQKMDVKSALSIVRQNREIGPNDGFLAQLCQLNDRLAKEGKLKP
PrPC surface inh – cell surface PrPC inhibition, primary TR-FRET screen; TR-FRET read-out; P04156; inhibition, % at 13.8 µM; hit rate 0.43% among 370,000; in the data active = inhibition above about 24%; note: 0% = median of the test wells and 100% = reference compound wells
3CLpro inhibitor – SARS-CoV 3CLpro protease inhibition. AID 1706. hit rate 0.14% among 290,000. P0C6X7. inhibition, % at 6 µM. recombinant SARS-CoV 3CLpro, quenched FRET peptide cleavage; in the data active = inhibition above about 12%
BoNT-F LC inh – inhibitors of Botulinum neurotoxin F light chain protease; Multiplex microsphere protease cleavage assay, flow cytometry; inhibition, % at 10 µM; hit rate 0.22% among 360,000; in the data active = inhibition above about 35%, passing the limit was not always enough; inconclusive = no clear call, values can overlap the other calls; note: plate controls were buffer without enzyme for full effect and enzyme alone for no effect
MazF activator – MazEF (E. coli) toxin RNase activation; P0AE70; FAM/BHQ RNA-DNA oligo cleavage fluorescence, 5 h; activation, % at 20 µM; hit rate 0.32% among 350,000; AID 504720; in the data active = activation above about 50%
Target sequence (P0AE70 whole entry, looked up): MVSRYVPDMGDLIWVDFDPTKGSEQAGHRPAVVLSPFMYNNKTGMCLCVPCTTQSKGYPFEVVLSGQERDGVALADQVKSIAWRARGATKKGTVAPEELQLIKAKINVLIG
Numbers without * were called inactive; i = inactive; ? = inconclusive; · = no result given; & = joins results of further samples. Cut-off read from the data, not from the text of the source, unless noted: active = inhibition above about 30%; inconclusive = no clear call, values can overlap the other calls; inactive = below that. The list is partial (hit frequency here may not be typical).

SMILES | SSB-PriA inh | Rv3671c protease | CCHF vOTU inh | BoNT-A LC inh2 | Anthrax LF inh2 | DUSP3 inh | PrPC surface inh | 3CLpro inhibitor | BoNT-F LC inh | MazF activator
CC(NC(=O)c1cccnc1)C(c1cccs1)N1CCN(c2ccccc2F)CC1 (centres undefined) | -2 | 0 | 2 | -1.2 | -8 | 9 | 0 | 2 | -2 | 4
CC1(C)CC(=O)C(C=Nc2ccc(O)c(N=CC3=C(O)CC(C)(C)CC3=O)c2)=C(O)C1 | -5 | -9 | 23 | -1.0 | -3 | 14 | -14 | 0 | -3 | -48
COc1ccccc1/C=C(/C(=O)OCC(=O)NCc1ccccc1)c1ccccc1 | -13 | -7 | 7 | -0.5 | -1 | 0 | 4 | 6 | -3 | -10
c1ccc(CCNc2ccnc3cc4ccccc4cc23)cc1 | 3 | · | -140 | 25 | 7 | 25 | 80* | 2 | -14 | -11
CN(CC(=O)Nc1ccccc1Cl)C(=O)CSc1nncs1 | -6 | 4 | 22 | 0.7 | -2 | · | 7 | · | -6 | -3
CC1CCCC(NC(=O)CCCn2c(=S)[nH]c3ccccc3c2=O)C1C (centres undefined) | -2 | -8 | -2 | -0.6 | -6 | 21 | 4 | 5 | -6 | 8
CN(C)S(=O)(=O)c1ccc(NC(=O)COc2cccc3c2OC(C)(C)C3)cc1 | -7 | · | -7 | 1.5 | -1 | · | 4 | · | 10 | -1
CCOc1ccc(C2CC(c3c(O)n(C)c(=O)n(C)c3=O)=NN2)cc1 (centres undefined) | -8 | 0 | -13 | -0.1 | 7 | -7 | 3 | -2 | ? | 1
CC(C)N(C(=O)COC(=O)c1ccc([N+](=O)[O-])cc1)c1ccccc1 | -6 | 8 | 7 | -0.1 | -5 | 13 | -15 | 2 | -7 | 0
CC(C)N=c1c([N+](=O)[O-])nn(C)n1O | -3 | -3 | 0 | 0.1 | -4 | 22 | -20 | 2 | 0 | -21
Cc1cc(C=O)c(C)n1-c1ccc(N2CCCCC2)c([N+](=O)[O-])c1 | 62 | -4 | 5 | -1.1 | 0 | 29 | 1 | 7 | -9 | 17
CCOc1ccc(NS(=O)(=O)c2cc(NC(=O)CCS(=O)(=O)c3ccc(C)cc3)ccc2OC)cc1 | -6 | 4 | 7 | 0.1 | 1 | 3 | 6 | -4 | 3 | 10
Cc1cc(C(=S)N2CCOCC2)c(C)n1-c1ccc(F)cc1 | -11 | 3 | 3 | -0.3 | -1 | 1 | -3 | 3 | -4 | 7
O=C(CS(=O)(=O)c1c[nH]c2ccccc12)N1CCCc2ccccc21 | -3 | -10 | 6 | 0.2 | -3 | 7 | 1 | -4 | -9 | 5
CN1C(=O)C(=Cc2cn(CC#N)c3ccccc23)C(=O)N(C)C1=O | 1 | · | 6 | -0.6 | -4 | -6 | -2 | -1 | 4 | -67
O=C(COC(=O)CNC(=O)c1ccc(Cl)cc1Cl)NC(=O)NC1CCCCC1 | -6 | 9 | -1 | 3.0 | -3 | · | 7 | · | 4 | 2
O=C(C1CC1)N1CCc2cc(Br)cc(S(=O)(=O)NCc3ccccn3)c21 | -2 | 1 | 6 | -1.2 | 8 | 0 | -2 | 2 | -7 | 4
O=S(=O)(c1ccccc1)N1CCN(CC(O)COc2ccc3c(c2)CCC3)CC1 (centres undefined) | 10 | -2 | 7 | 0.1 | -3 | 2 | 1 | 6 | 6 | -2
Cc1cccc(-c2nc(C#N)c(NC3CCCCC3)o2)c1 | 2 | -1 | -1 | -0.5 | -4 | 6 | 8 | -1 | 7 | 2
Cc1cc([N+](=O)[O-])nn1Cc1ccc(C(=O)N/N=C/c2ccc(F)cc2)cc1 | i | 1 | -6 | 6.3 | 18 | 13 | -2 | -2 | 14 | 4
COc1ccc(NC(=O)COc2cccc3c2CCN(Cc2cccnc2)C3=O)c(OC)c1 | -3 | -4 | -6 | 0.8 | 3 | 10 | 9 | -2 | 5 | 0
O=S(=O)(c1ccc(C2CCCCC2)cc1)N1CCN(c2ncccn2)CC1 | -3 | -9 | -17 | -1.0 | -9 | 12 | -7 | -3 | -14 | -31
CCOc1ccccc1NC(=O)CSc1ccc(-c2sc(C)nc2C)nn1 | 4&-28 | 1 | 6 | 0.3 | -3 | 15 | 7 | 1 | 3 | 2
CCOC(=O)N1CCC(NS(=O)(=O)c2ccc(C)c(Cl)c2)CC1 | -8 | 2 | 8 | -0.6 | 10 | -3 | -6 | 4 | 1 | 10
COC(=O)CNc1cc(S(=O)(=O)N2CCCCC2)ccc1Oc1ccc(C(=O)OC)cc1 | 1 | 0 | -7 | -20 | -9 | -14 | 6 | 8 | -44 | -5
C=CCn1c(SC(C)CC)nc(O)cc1=O (centres undefined) | -10 | -4 | 5 | -0.2 | -5 | 33 | 1 | 2 | -4 | -24
Cc1ccc(C)c(OCCCCn2ccnc2)c1 | -2 | -5 | -3 | 0.2 | 2 | 39 | 8 | -3 | 0 | -1
Cc1nnc(NC(=O)CC23CC4CC(CC(C4)C2)C3)s1 | -6 | 2 | -1 | -0.3 | -4 | -2 | 10 | -4 | -1 | 7
CN1CCN(CC(O)COC(c2ccccc2)c2ccccc2)CC1 (centres undefined) | -1 | -10 | -2 | -0.3 | -5 | -1 | 0 | 1 | 2 | 7
CCOc1ccc2ccc(OCC)c(/C=N/n3cnnc3)c2c1 | · | 1 | 9 | -1.1 | 0 | 20 | -22 | -7 | 14 | 18
COc1ccc(C)cc1-n1nnnc1SCc1csc(C)n1 | -14 | -5 | -3 | 1.2 | 0 | 1 | 0 | 2 | -4 | 3
CN(Cc1cnn(C)c1)C(=O)c1sc2cccc(Cl)c2c1Cl | -15 | -2 | 8 | · | · | -2 | 2 | 4 | · | -7
O=C(NCc1cccs1)C1CC(c2ccc(Cl)cc2)=NO1 (centres undefined) | -3 | -5 | 5 | 0.0 | 3 | -12 | 11 | 6 | -6 | -9
Cc1nnc(N2CCN(c3ccccc3)CC2)[nH]c1=O | -1 | 10 | 0 | 0.5 | -1 | 11 | -6 | -4 | ? | 6
O=C(Nc1ccc2c(c1)OCCO2)C1CCCN(S(=O)(=O)c2cnc[nH]2)C1 (centres undefined) | -7 | -6 | -3 | 0.4 | 0 | -2 | 2 | 0 | 5 | -6
CCN(C(=S)Nc1cccc(C)c1)c1ccccc1 | 3 | 1 | 0 | 0.3 | -3 | 21 | 1 | 3 | -6 | 2
CCOC(=O)C1=CC[C@@H](c2ccccc2)N(S(=O)(=O)c2ccc(C)cc2)[C@H]1c1ccccc1C | · | · | 4 | -0.1 | -6 | · | -1 | · | 1 | ·
CC(C)(C)c1ccc(CC(=O)N2CCC2(C)C(=O)NS(=O)(=O)c2ccccc2C(F)(F)F)cc1 (centres undefined) | · | · | 29 | -0.1 | 2 | · | -4 | · | -1 | ·
O=C(c1ccccn1)c1ccc2ccccc2n1 | -11 | 7 | -15 | · | · | 4 | 2 | 3 | · | 6
Cc1ccc(-c2csc(NC(=O)CN3C(=O)CCC3=O)n2)cc1 | -5 | 1 | 0 | -0.8 | -6 | 23 | -7 | -3 | -1 | 10
CC(NC(=O)c1ccccc1)C(=O)Nc1ccccc1 (centres undefined) | -5 | · | 3 | 0.0 | 2 | · | 1 | · | 1 | 2
Cc1ccc(C)c(NS(=O)(=O)c2ccc3c(c2)Cc2cc(S(=O)(=O)Nc4cc(C)ccc4C)ccc2-3)c1 | -8 | -2 | 18 | -0.3 | 2 | 8 | -1 | 2 | -14 | -8
CCOC(=O)C1=C(C)NC(=O)NC1c1cccc(OC)c1OCc1ccccc1Cl (centres undefined) | -13 | 7 | 3 | ? | -3 | 14 | 2 | 2 | -2 | -2
Cc1nn(C)c(C(=O)NNC(=S)Nc2ccc(F)cc2)c1[N+](=O)[O-] | -2 | -2 | 8 | 1.1 | 2 | 23 | -5 | -1 | 11 | 1
CCN(CC)S(=O)(=O)c1ccc(-c2nnc(SCc3nnc(-c4ccc(C)cc4)o3)o2)cc1 | 2 | 0 | 20 | -0.9 | 0 | 16 | 4 | 1 | -10 | -3

Next section, overlapping the part above by 6 compounds.
SMILES | SSB-PriA inh | Rv3671c protease | CCHF vOTU inh | BoNT-A LC inh2 | Anthrax LF inh2 | DUSP3 inh | PrPC surface inh | 3CLpro inhibitor | BoNT-F LC inh | MazF activator
Cc1ccc(-c2csc(NC(=O)CN3C(=O)CCC3=O)n2)cc1 | -5 | 1 | 0 | -0.8 | -6 | 23 | -7 | -3 | -1 | 10
CC(NC(=O)c1ccccc1)C(=O)Nc1ccccc1 (centres undefined) | -5 | · | 3 | 0.0 | 2 | · | 1 | · | 1 | 2
Cc1ccc(C)c(NS(=O)(=O)c2ccc3c(c2)Cc2cc(S(=O)(=O)Nc4cc(C)ccc4C)ccc2-3)c1 | -8 | -2 | 18 | -0.3 | 2 | 8 | -1 | 2 | -14 | -8
CCOC(=O)C1=C(C)NC(=O)NC1c1cccc(OC)c1OCc1ccccc1Cl (centres undefined) | -13 | 7 | 3 | ? | -3 | 14 | 2 | 2 | -2 | -2
Cc1nn(C)c(C(=O)NNC(=S)Nc2ccc(F)cc2)c1[N+](=O)[O-] | -2 | -2 | 8 | 1.1 | 2 | 23 | -5 | -1 | 11 | 1
CCN(CC)S(=O)(=O)c1ccc(-c2nnc(SCc3nnc(-c4ccc(C)cc4)o3)o2)cc1 | 2 | 0 | 20 | -0.9 | 0 | 16 | 4 | 1 | -10 | -3
CC(=O)N1CCC(C(=O)Nc2ccc3c(c2)CCC3)CC1 | -3 | 5 | 6 | -1.4 | -1 | 0 | -2 | 0 | -6 | -2
CN(C)c1ccccc1C(=O)N1CCC(n2nccc2NC(=O)C2CC2)CC1 | -2 | 8 | -13 | 2.0 | 0 | 6 | 8 | 0 | -3 | 5
Cc1cc(NC(=O)CSc2nc(C(C)C)nc3sc4c(c23)CCC(C)C4)no1 (centres undefined) | 5 | 4 | 3 | -0.6 | -5 | 22 | 4 | -1 | 5 | 3
COc1ccc(OC)c(/C=C/C(=O)Nc2cccc(S(=O)(=O)NC3=NCCCCC3)c2)c1 | -11 | -26 | -30 | -4.0 | 2 | · | -12 | · | -24 | 3
CC1CN(C(=O)COC(=O)[C@@H](NC(=O)c2ccccc2Cl)C(C)C)CC(C)O1 (some centres undefined) | -9 | 4 | 1 | -1.4 | -2 | · | 6 | · | -12 | 6
CC(C)C(C(=O)Nc1ccccc1F)N1C(=O)c2ccccc2C1=O (centres undefined) | -16 | 6 | 9 | 3.9 | 15 | · | 7 | · | 19 | 13
CC[C@@]12C(=O)N(c3ccccc3)C(=O)N1[C@H](c1cccc(C)c1)[C@@H]1C(=O)N(Cc3ccccc3)C(=O)[C@@H]12 | -13 | -1 | 3 | -0.4 | 1 | 13 | 6 | 2 | -1 | 3
C#CCOc1cc(C2C3=C(COC3=O)Nc3cc4c(cc32)OCO4)ccc1OC (centres undefined) | 1 | -16 | 4 | 0.4 | 1 | 6 | 11 | 0 | -2 | -22
COc1cc(C(=O)OCC(=O)N2CCNC2=O)cc(Cl)c1OC | -4 | · | -1 | 0.2 | -2 | · | -2 | · | 1 | 7
COc1ccc(C(=O)c2nccc3ccccc23)cc1 | -6 | -3 | 7 | -0.7 | -4 | 20 | -4 | 5 | -6 | 3
Cc1ccc2oc(=O)cc(CN3CC(C)OC(C)C3)c2c1 (centres undefined) | -5 | -2 | 4 | 2.0 | 1 | 7 | -9 | 3 | -8 | 4
CNC(=O)CN(c1cc(OCCOC)c(Cl)cc1Cl)S(=O)(=O)c1ccccc1 | -9 | -4 | -5 | -0.8 | -4 | 9 | -2 | 2 | -5 | -10
